ABCB1 inh: blocks JC-1 efflux by human ABCB1 transporter. P08183. CCRF-Adr cells, flow cytometry. inhibition, % at 6.6 µM. 190,000 compounds, 0.067% hits; in the data active means inhibition above about 40%;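 further: 0% = vehicle and 100% = reference inhibitor; higher value means more JC-1 retained so stronger ABCB1 efflux block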
Rab7 wt modul: alters GTP binding to wildtype dog Rab7; GST-Rab7 beads, fluorescent GTP binding, flow cytometry; actives lie on both sides; untreated = 100%, excess cold GTP = 0%; GTP binding activity (percent of control), % at 10 µM; 190,000 compounds, 0.055% hits;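 active means fluorescent GTP binding to Rab7 beads changed by at least 20 points from the 100% baseline, either direction, mostly lower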;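 further: median green fluorescence of bound Bodipy-FL-GTP per Rab7 bead population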
Avidin bead fluor: compound fluoresces at 488/530 nm on avidin beads; compound fluorescence 488/530 nm, flow cytometry; active compounds read high; fluorescence (KMESF) at 10 µM; 220,000 compounds, 0.38% hits; in the data active means fluorescence above about 47; further: inactives centre near 10
ABCG2 inh: inhibitors of human ABCG2 transporter, ABCB1 counter-screen | Q9UNQ0 | IgMXP3 cells, JC-1 efflux, flow cytometry | inhibition, % at 6.6 µM | 190,000 compounds, 0.1% hits | AID 1325;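 active means inhibition above 80%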;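 further: 0% = DMSO and 100% = nicardipine control wells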
Target sequence (Q9UNQ0 whole entry, looked up): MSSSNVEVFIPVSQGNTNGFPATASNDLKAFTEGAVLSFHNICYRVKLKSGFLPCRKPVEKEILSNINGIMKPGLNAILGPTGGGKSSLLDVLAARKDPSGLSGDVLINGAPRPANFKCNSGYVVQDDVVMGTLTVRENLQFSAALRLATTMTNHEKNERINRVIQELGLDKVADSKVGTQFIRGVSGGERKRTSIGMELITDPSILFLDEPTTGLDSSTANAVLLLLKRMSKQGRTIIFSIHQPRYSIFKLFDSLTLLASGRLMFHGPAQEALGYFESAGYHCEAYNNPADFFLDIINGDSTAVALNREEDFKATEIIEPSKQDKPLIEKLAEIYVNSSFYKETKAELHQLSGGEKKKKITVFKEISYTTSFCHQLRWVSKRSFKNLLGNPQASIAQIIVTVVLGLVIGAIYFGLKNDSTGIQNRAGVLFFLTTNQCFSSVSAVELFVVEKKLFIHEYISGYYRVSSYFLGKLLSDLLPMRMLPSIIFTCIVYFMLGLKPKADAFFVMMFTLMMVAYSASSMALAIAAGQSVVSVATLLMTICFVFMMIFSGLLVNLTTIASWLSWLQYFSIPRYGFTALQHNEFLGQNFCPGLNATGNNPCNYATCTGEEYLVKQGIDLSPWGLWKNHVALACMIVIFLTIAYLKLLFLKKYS
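Assay system – ABCG2 IgMXP3 and barcoded ABCB1 CCRF-Adr cell mix · Input – 3 million cells/mL in well · Reagent – JC-1 fluorescent substrate · Compound – single test compound dose, 6.6 µM final · Timing – 10 min exposure at 25 °C with rotation, no wash · Detection – flow cytometry of retained JC-1 fluorescence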
Rac1 wt modul: modulators of human Rac1 wildtype GTP binding; P63000; GST-Rac1 beads, fluorescent GTP binding, flow cytometry; actives lie on both sides; 0 = cold GTP competed, 100 = untreated; GTP binding activity (% of control), % at 10 µM; 190,000 compounds, 0.27% hits; AID 757;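 active means GTP binding activity at least 20 points away from the 100% control level, either lower or higher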
Cdc42 wt GTP: human Cdc42 wildtype GTP binding change, either direction. P60953. GST-Cdc42 beads, Bodipy-GTP binding, flow cytometry; actives lie on both sides. percent activity (GTP binding), % at 10 µM. 190,000 compounds, 0.2% hits. AID 761;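 active means percent activity GTP binding at least 20 points away from the 100% baseline, either down as inhibitor or up as activator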;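 further: median bead fluorescence of bound Bodipy-FL-GTP at 100 nM; 0% = excess unlabeled GTP control and 100% = no compound control; below 100% means less GTP binding so inhibitor and above means activator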
Target sequence (P60953 whole entry, looked up): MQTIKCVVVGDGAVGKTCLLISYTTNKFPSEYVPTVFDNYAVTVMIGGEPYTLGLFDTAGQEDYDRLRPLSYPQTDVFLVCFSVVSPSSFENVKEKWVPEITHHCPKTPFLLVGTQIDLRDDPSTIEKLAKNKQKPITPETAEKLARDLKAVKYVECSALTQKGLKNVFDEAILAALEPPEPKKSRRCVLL
Rac1 mut GTP: alters GTP binding to activated mutant human Rac1; P63000; GST-Rac1 activated beads, fluorescent GTP binding, flow cytometry; actives lie on both sides; 100% means binding = to untreated wells; percent activity (GTP binding), % at 10 µM; 190,000 compounds, 0.11% hits; AID 764;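 active means GTP binding at least 20 percentage points away from the 100% baseline, in either direction, so actives lie on both sides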
Mcl1 Noxa PPI: disrupts binding of human Mcl-1 to Noxa peptide; AID 1022; TR-FRET Mcl-1/Noxa peptide binding, 2 h; 220,000 compounds, 1.5% hits; inhibition, % at 21.7 µM; Q07820;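 active means compounds that cut the protein-peptide binding signal by more than 50% relative to plate controls in a single-dose test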;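 further: His-tagged Mcl-1 with rhodamine Noxa BH3 peptide and terbium anti-His antibody; 0% = Mcl-1 plus Noxa peptide wells and 100% = peptide-only wells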
HRas wt GTP: modulators of GTP binding to human HRas wildtype | GTP binding activity, % at 10 µM | P01112 | GST-Ras wt beads, Bodipy-FL-GTP binding, flow cytometry; actives lie on both sides | 190,000 compounds, 0.14% hits;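 active means GTP binding activity at least 20% away from the 100% baseline, either lowered as inhibitor or raised as activator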;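 further: 0% = unlabeled GTP competition control and 100% = no-compound control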
Target sequence (P01112 whole entry, looked up): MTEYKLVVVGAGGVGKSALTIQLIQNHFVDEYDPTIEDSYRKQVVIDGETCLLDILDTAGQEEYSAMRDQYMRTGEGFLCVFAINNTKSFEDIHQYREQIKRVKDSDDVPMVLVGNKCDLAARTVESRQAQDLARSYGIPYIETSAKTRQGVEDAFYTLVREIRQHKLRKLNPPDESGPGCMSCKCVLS
Rab2A wt mod: changes GTP binding to wildtype dog Rab2A, up or down | GST-Rab2 wt beads, Bodipy-GTP binding, flow cytometry | GTP binding activity, % at 10 µM | P61105 | 190,000 compounds, 0.19% hits;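 active means GTP binding activity at least 20 points away from 100%, either lowered or raised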;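 further: 0% = beads with excess unlabeled GTP and 100% = no-compound control corrected for plate trend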
Pf gametocyte: P. falciparum stage V gametocyte viability inhibition. P. falciparum stage V gametocytes, ATP luminescence, 24 h. inhibition, % at 10.9 µM. 150,000 compounds, 0.065% hits. AID 743093;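 active means inhibition above the mean plus 3 SD of compounds within the control limits, set per campaign, cut at about 38% in these data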;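 further: 0% = DMSO wells and 100% = medium only without gametocytes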
* hit, by the source's call; nt = no result given.

SMILES | ABCB1 inh | Rab7 wt modul | Avidin bead fluor | ABCG2 inh | Rac1 wt modul | Cdc42 wt GTP | Rac1 mut GTP | Mcl1 Noxa PPI | HRas wt GTP | Rab2A wt mod | Pf gametocyte
O=C(c1ccccc1)N1CCN(C(=O)c2cc3ccccc3o2)CC1 | 1.7 | 104 | 15 | 8 | 105 | 107 | 103 | -4 | 107 | 108 | nt
COc1ccc(C(=O)NC(=S)N2CCCCC2)cc1 | 0.3 | 102 | 14 | 1 | 113 | 106 | 104 | 14 | 103 | 104 | nt
CN1CC2=Cc3ccccc3OC23Oc2ccccc2C=C3C1 | 0.7 | 99 | 8 | 3 | 101 | 98 | 98 | 12 | 97 | 97 | 9
CNC(=O)c1ccc(OCc2ccccc2)c(OC)c1 | -0.8 | 99 | 21 | 27 | 102 | 101 | 98 | 3 | 99 | 102 | -6
CN(C)/C=C1\C(=O)NN=C1c1ccccc1 | 0.8 | 99 | 21 | 1 | 98 | 99 | 95 | 1 | 96 | 97 | -6
CCC(C)NC(=O)COC(=O)Cc1sc(N)nc1-c1ccc(C)cc1 (stereo unspecified) | -2.9 | 104 | 5 | -6 | 104 | 96 | 99 | 16 | 101 | 101 | 14
CSc1nnc(-c2ccccc2Cl)o1 | 0.8 | 101 | 12 | 3 | 102 | 103 | 101 | 0 | 102 | 102 | nt
Cc1ccc(C)c(NC(=O)CN(C)C(=O)[C@@H](NC(N)=O)C(C)C)c1 | -0.1 | 98 | 10 | -1 | 97 | 94 | 96 | -1 | 95 | 95 | 5
O=C(Nc1cccc(Br)c1)c1ccc2nc(N3C(=O)CCC3=O)sc2c1 | -1.0 | 100 | 14 | -1 | 98 | 97 | 97 | -3 | 99 | 99 | -6
CCOC(=O)N1CCN(C(=O)COc2ccc(S(=O)(=O)NCC(C)C)cc2C)CC1 | 1.0 | 100 | 13 | 5 | 105 | 106 | 101 | 13 | 102 | 103 | nt
Cc1cccc(NC(=O)CSc2nc3[nH]ncc3c(=O)[nH]2)c1C | 0.1 | 99 | 3 | 1 | 105 | 105 | 103 | 28 | 103 | 104 | nt
N/C(=N\OC(=O)C12CC3CC(CC(C3)C1)C2)c1ccccn1 | 0.0 | 97 | 12 | 1 | 104 | 101 | 97 | -1 | 100 | 96 | -14
O=C(NC1CC2CCCC(C1)N2C(=O)N1CCCCC1)C1CCCCC1 (stereo unspecified) | 0.5 | 95 | 14 | 1 | 100 | 105 | 101 | 9 | 103 | 103 | 8
Nc1cnn(C2OC(CO)C(O)C2O)c(=O)n1 (stereo unspecified) | 0.3 | 92 | 8 | 1 | 101 | 97 | 96 | 9 | 97 | 95 | 1
Cc1cc(CNC(=O)Cn2nc(C)c([N+](=O)[O-])c2C)c2ccccc2n1 | 0.9 | 96 | 21 | 2 | 97 | 96 | 95 | 17 | 96 | 96 | 16
O=[N+]([O-])c1ccc(N2CCNCC2)cc1Sc1nc2ccccc2[nH]1 | 0.0 | 100 | 21 | 9 | 108 | 101 | 100 | 6 | 101 | 101 | 9
O=C(COC(=O)CNC(=O)c1ccco1)Nc1ccc(F)cc1 | 0.8 | 97 | 23 | 2 | 100 | 97 | 98 | 4 | 98 | 98 | nt
CCOC(=O)c1c(NC(=O)CN2C(=O)c3ccccc3C2=O)sc(Cc2ccc3c(c2)OCO3)c1C | 0.1 | 98 | 7 | 7 | 104 | 101 | 97 | -18 | 103 | 100 | nt
COc1cccc(-c2ccc(C#N)c(OC(=O)c3ccc(Cl)cc3)n2)c1 | 0.0 | 99 | 7 | 0 | 101 | 101 | 98 | 9 | 100 | 97 | nt
Cc1oc(-c2cccs2)nc1CN1CCN(C2CCCC2)C(CCO)C1 (stereo unspecified) | 0.5 | 94 | 8 | 1 | 97 | 97 | 96 | 2 | 95 | 96 | 6
COc1ccc(S(=O)(=O)NC(CC(=O)NCc2ccccc2OC)c2ccco2)cc1 (stereo unspecified) | -6.2 | 98 | 12 | -4 | 99 | 101 | 100 | 10 | 102 | 100 | 0
COc1cccc(CC2CC(=O)N(c3ccc4c(C)cc(=O)oc4c3)C2=O)c1 (stereo unspecified) | 1.3 | 106 | 8 | 9 | 98 | 97 | 92 | 9 | 96 | 100 | 16
O=C(Nc1ccc(Cl)cc1)Nc1nnc(Cc2ccc([N+](=O)[O-])cc2)s1 | -0.4 | 102 | 8 | 0 | 104 | 105 | 99 | 16 | 101 | 101 | nt
O=C1C=C(NCc2ccc(Cl)cc2)CC(c2ccco2)C1 (stereo unspecified) | -0.3 | 101 | 5 | 0 | 101 | 99 | 96 | 33 | 98 | 98 | nt
Cn1cccc1/C=C1\SC(=O)N(CC(=O)Nc2ccc(F)cc2)C1=O | -0.1 | 97 | 12 | -1 | 95 | 95 | 95 | 13 | 95 | 96 | 10
COc1ccc(S(=O)(=O)N(C)CC(=O)Nc2ccccc2OC)cc1 | -0.7 | 99 | 7 | 20 | 106 | 99 | 98 | -18 | 100 | 101 | -4
C/C(=N\NC(=O)CSc1nc2ccccc2c(=O)n1-c1ccccc1C)c1cccs1 | 1.5 | 99 | 14 | 5 | 103 | 98 | 100 | 12 | 101 | 100 | 6
Cc1c(C#N)c2ccccc2n1CC(=O)NCc1cccnc1 | 0.2 | 97 | 8 | 1 | 96 | 98 | 97 | -9 | 98 | 95 | -30
Nc1cc(S(=O)(=O)N2CCOCC2)ccc1Oc1ccc(F)cc1 | 0.5 | 96 | 11 | 6 | 97 | 94 | 96 | -2 | 95 | 94 | -9
COCCSc1nnc(NC(=O)C2CCCO2)s1 (stereo unspecified) | -0.6 | 96 | 34 | -1 | 100 | 96 | 97 | -10 | 96 | 97 | nt
C/C(N)=C(/C#N)C(=O)CSc1cc(C)c2cc(C)cc(C)c2n1 | 0.6 | 93 | 10 | 10 | 93 | 96 | 95 | -63 | 95 | 91 | -34
CC(C)CNC(=O)CN1C(=O)NC(Cc2c[nH]c3ccccc23)C1=O (stereo unspecified) | 0.3 | 102 | 12 | 0 | 101 | 97 | 96 | 5 | 96 | 99 | 19
Cc1noc(NC(=O)c2ccc(Cl)cc2)c1Cl | 0.3 | 107 | 8 | 2 | 102 | 95 | 97 | -2 | 97 | 98 | nt
COc1ccc(C(C(=O)NC2CCCCC2)N(CC2CCCO2)C(=O)CNC(=O)c2ccco2)cc1 (stereo unspecified) | 0.1 | 98 | 6 | 0 | 104 | 102 | 98 | 15 | 102 | 102 | -18
Cc1cc(OCc2cccc(Cl)c2)c(C)cc1CN1CCOCC1 | 0.6 | 98 | 7 | 1 | 100 | 93 | 98 | 8 | 97 | 96 | 4
Cc1ccc(C)c(-n2c(-c3csc(C)c3C)n[nH]c2=S)c1 | -0.2 | 102 | 3 | -1 | 101 | 101 | 101 | 18 | 101 | 99 | nt
Cc1ccc(S(=O)(=O)NCCc2ccncc2)cc1 | 0.7 | 97 | 13 | 3 | 98 | 94 | 93 | 0 | 98 | 95 | 11
CC1(C(=O)NC2CCCCC2)CCC(=O)N1Cc1cccnc1 (stereo unspecified) | 0.6 | 97 | 8 | 1 | 103 | 102 | 98 | 8 | 99 | 99 | nt
COCc1nnc(NC(=O)CCC2CCCCC2)s1 | 1.1 | 94 | 12 | 11 | 89 | 95 | 91 | nt | 93 | 94 | -20
CC(=O)/C=C(\C)Nc1c(C)n(C)n(-c2ccccc2)c1=O | 0.4 | 99 | 6 | 1 | 96 | 97 | 96 | 5 | 95 | 99 | nt

Given as a markdown table: 8 of the compounds above.
| SMILES | ABCB1 inh | Rab7 wt modul | Avidin bead fluor | ABCG2 inh | Rac1 wt modul | Cdc42 wt GTP | Rac1 mut GTP | Mcl1 Noxa PPI | HRas wt GTP | Rab2A wt mod | Pf gametocyte |
| --- | --- | --- | --- | --- | --- | --- | --- | --- | --- | --- | --- |
| COc1ccc(S(=O)(=O)NC(CC(=O)NCc2ccccc2OC)c2ccco2)cc1 (stereo unspecified) | -6.2 | 98 | 12 | -4 | 99 | 101 | 100 | 10 | 102 | 100 | 0 |
| COc1cccc(CC2CC(=O)N(c3ccc4c(C)cc(=O)oc4c3)C2=O)c1 (stereo unspecified) | 1.3 | 106 | 8 | 9 | 98 | 97 | 92 | 9 | 96 | 100 | 16 |
| O=C(Nc1ccc(Cl)cc1)Nc1nnc(Cc2ccc([N+](=O)[O-])cc2)s1 | -0.4 | 102 | 8 | 0 | 104 | 105 | 99 | 16 | 101 | 101 | nt |
| O=C1C=C(NCc2ccc(Cl)cc2)CC(c2ccco2)C1 (stereo unspecified) | -0.3 | 101 | 5 | 0 | 101 | 99 | 96 | 33 | 98 | 98 | nt |
| Cn1cccc1/C=C1\SC(=O)N(CC(=O)Nc2ccc(F)cc2)C1=O | -0.1 | 97 | 12 | -1 | 95 | 95 | 95 | 13 | 95 | 96 | 10 |
| COc1ccc(S(=O)(=O)N(C)CC(=O)Nc2ccccc2OC)cc1 | -0.7 | 99 | 7 | 20 | 106 | 99 | 98 | -18 | 100 | 101 | -4 |
| C/C(=N\NC(=O)CSc1nc2ccccc2c(=O)n1-c1ccccc1C)c1cccs1 | 1.5 | 99 | 14 | 5 | 103 | 98 | 100 | 12 | 101 | 100 | 6 |
| Cc1c(C#N)c2ccccc2n1CC(=O)NCc1cccnc1 | 0.2 | 97 | 8 | 1 | 96 | 98 | 97 | -9 | 98 | 95 | -30 |

Later entries.
SMILES | ABCB1 inh | Rab7 wt modul | Avidin bead fluor | ABCG2 inh | Rac1 wt modul | Cdc42 wt GTP | Rac1 mut GTP | Mcl1 Noxa PPI | HRas wt GTP | Rab2A wt mod | Pf gametocyte
COc1ccc(NC(=O)C(NC(=O)Cc2cccs2)c2ccccc2)cc1 (stereo unspecified) | 0.9 | 100 | 17 | 0 | 105 | 105 | 100 | 9 | 102 | 101 | -13
CC(=O)Nc1ccc(OC(=O)c2cc3cc(Br)ccc3oc2=O)cc1 | 0.5 | 99 | 12 | 8 | 107 | 104 | 99 | 6 | 101 | 100 | -3
COc1cc2[nH]c(=S)nc(NCc3cccs3)c2cc1OC | 1.4 | 90 | 4 | 2 | 60* | 61* | 81 | 38 | 63* | 66* | 12
O=C(COC(=O)c1ccc(S(=O)(=O)N2CCCC2)cc1)Nc1cccnc1Cl | 0.2 | 96 | 14 | 2 | 100 | 100 | 95 | 22 | 98 | 96 | 7
CCOc1ccc(Oc2ccc(C(F)(F)F)cc2N)cc1 | -0.1 | 97 | 9 | -2 | 97 | 96 | 95 | 22 | 96 | 94 | 0
